Screening data deposited in PubChem BioAssay by several laboratories.
S1P4 antagonist: human S1P4 receptor antagonism; S1P4-expressing cells, antagonist mode, reporter read-out; inhibition, % at 4.98 µM; hit rate 0.26% among 220,000; in the data active means inhibition above about 29%;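 further: 0% = wells stimulated with agonist and 100% = vehicle wells without agonist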
Target sequence (O95977 whole entry, looked up): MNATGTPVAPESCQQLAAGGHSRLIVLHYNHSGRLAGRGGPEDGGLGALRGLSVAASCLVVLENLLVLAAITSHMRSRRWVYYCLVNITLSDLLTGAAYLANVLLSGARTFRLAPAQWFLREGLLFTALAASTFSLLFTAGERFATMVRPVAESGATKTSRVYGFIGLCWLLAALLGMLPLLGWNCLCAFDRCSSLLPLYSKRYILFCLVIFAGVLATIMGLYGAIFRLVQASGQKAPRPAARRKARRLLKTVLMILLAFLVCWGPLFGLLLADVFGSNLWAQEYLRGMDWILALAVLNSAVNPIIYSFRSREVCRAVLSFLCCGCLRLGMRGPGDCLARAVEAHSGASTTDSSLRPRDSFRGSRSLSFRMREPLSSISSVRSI
NPY-Y1 antag: NPY-Y1 (human) receptor antagonism | P25929 | HEK293-CNG Y1 cells, membrane potential fluorescence; NPY at EC95, then isoproterenol | inhibition, % at 3.6 µM | hit rate 1% among 200,000 | AID 1040;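 active means inhibition above the campaign mean inhibition of all tested compounds plus 3 SD, cut at about 20% in these data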;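 further: 0% = DMSO wells given NPY plus isoproterenol and 100% = isoproterenol alone without NPY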
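Assay system: HEK293 cells with Y1 receptor plus CNG channel | Probe or stimulus: NPY (25 nM), isoproterenol (1 µM), Ro 20-1724 (25 µM) | Timing: Compound incubation 1 h at room temperature, readout 45 min post-stimulation | Measured by: Membrane-potential fluorescent dye readout | Benchmarks: High control isoproterenol alone, low control NPY with isoproterenol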
BaF3 parental: counter-screen for JAK2V617F inhibitors: parental Ba/F3 viability inhibitors; CellTiter-Glo ATP luminescence; inhibition, % at 5.6 µM; hit rate 1.1% among 220,000; AID 1486;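 active means inhibition above a per-campaign cutoff, the mean inhibition of all tested compounds plus 3 SD, cut at about 27% in these data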;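 further: 0% = DMSO wells and 100% = JAK Inhibitor I control wells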
S1P4 ag: human S1P4 receptor agonism; O95977; S1P4-expressing cell line, agonist reporter assay; activation, % at 4.98 µM; hit rate 0.35% among 220,000; in the data active means activation above about 11%;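 further: 0% = DMSO vehicle and 100% = reference agonist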
Ba/F3 V617F tox: loss of viability in JAK2V617F-driven Ba/F3 cells; Ba/F3 EpoR-JAK2V617F viability, ATP luminescence; inhibition, % at 5.6 µM; hit rate 1.1% among 220,000; AID 1446;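 active means inhibition above the campaign mean plus 3 SD over all tested compounds, cut at about 24% in these data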;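 further: cytokine-independent growth of Ba/F3 cells driven by EpoR plus mutant JAK2; 0% = DMSO-treated cells and 100% = JAK inhibitor I control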
CHOP inh: blocks CHOP induction under ER stress. hit rate 3.8% among 220,000. AID 2732. CHO-K1 CHOP-promoter luciferase, tunicamycin-induced, 15-18 h. inhibition, % at 10 µM;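 active means compounds that reduced the stress-induced luciferase reporter signal by more than about 70% of percent inhibition, limit read from the data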;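 further: 0% = tunicamycin plus vehicle and 100% = wells without tunicamycin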
NPY1 pot ag: potentiates or activates human NPY-Y1 receptor. P25929. NPY-Y1 expressing cells, potentiator/agonist activation. activation, % at 3.6 µM. hit rate 0.37% among 220,000; in the data active means activation above about 33%, passing the limit was not always enough;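 further: cells stimulated with NPY at EC10 then isoproterenol at EC100; 0% = low agonist plus stimulus and 100% = saturating agonist plus stimulus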
NPY2 pot ag: human NPY-Y2 potentiation or agonism, primary screen. AID 1359. cells expressing NPY-Y2, potentiator/agonist read-out. P49146. activation, % at 3.6 µM. hit rate 0.45% among 220,000; in the data active means activation above about 27%;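 further: cells stimulated with NPY near EC25 plus isoproterenol at EC100; 0% = vehicle plus submaximal agonist and 100% = vehicle plus saturating agonist; some results beyond the cut were filed as inactive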
Target sequence (P49146 whole entry, looked up): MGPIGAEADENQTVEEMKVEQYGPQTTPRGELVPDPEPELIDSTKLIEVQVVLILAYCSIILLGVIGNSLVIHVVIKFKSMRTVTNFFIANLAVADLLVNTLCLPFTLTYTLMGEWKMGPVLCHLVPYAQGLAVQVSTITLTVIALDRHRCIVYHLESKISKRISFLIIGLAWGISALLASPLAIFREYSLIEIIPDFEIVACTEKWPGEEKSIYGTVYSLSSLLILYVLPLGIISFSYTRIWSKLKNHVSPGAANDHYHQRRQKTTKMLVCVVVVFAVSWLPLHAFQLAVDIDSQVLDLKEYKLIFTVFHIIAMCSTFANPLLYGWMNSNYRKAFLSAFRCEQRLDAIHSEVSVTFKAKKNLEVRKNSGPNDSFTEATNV
p47phox inh: blocks human p47phox regulatory protein of NADPH oxidases | P14598 | p47phox/p22phox peptide binding, fluorescence polarization, 2 h | inhibition, % at 24.7 µM | hit rate 0.53% among 220,000 | AID 1274;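 active means inhibition above about 30%, limit read from the data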;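 further: 0% = p47phox with labelled peptide and 100% = labelled peptide alone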
The depositor's hits bear a star; · = no result given.

Value order – S1P4 antagonist | NPY-Y1 antag | BaF3 parental | S1P4 ag | Ba/F3 V617F tox | CHOP inh | NPY1 pot ag | NPY2 pot ag | p47phox inh
- Nc1nc(SCCO)[nH]c(=O)c1NC(=O)c1ccccc1F
    0 | -3 | 5 | -0.8 | -1 | -10 | -22 | 4 | -5
- CSc1nc(C)c(C(=O)C[n+]2ccccc2)cc1C#N
    13 | · | 0 | -1.4 | -4 | 7 | 1 | -12 | -7
- CCOC(=O)c1c(NC(=O)N/N=C/c2ccccc2OCC)sc(C(C)=O)c1C
    -12 | 1 | 11 | -1.7 | 8 | 4 | -4 | -8 | 7
- O=C(/C=C1\NC2(CCCC2)Cc2ccccc21)N1CCOCC1
    -12 | 2 | 4 | -0.4 | -1 | 9 | -7 | 15 | -10
- CC1(C)CC(=O)C(C=Nc2ccccc2)=C(O)C1
    11 | 3 | 3 | 0.3 | 4 | 9 | -25 | 7 | -2
- COc1cc(NC(=O)COC(=O)c2ccc(S(=O)(=O)N3CC(C)CC(C)C3)cc2)c(C)cc1[N+](=O)[O-] (stereo not given)
    -6 | 0 | 6 | 0.5 | 2 | 5 | -2 | 11 | 39*
- Cc1ccc(S(=O)(=O)NNC(=O)C(O)(c2ccccc2C)c2ccccc2C)cc1
    -5 | 4 | 5 | 1.4 | 1 | 32 | 12 | 0 | -6
- CC(C)(C)NS(=O)(=O)c1ccc(CCC(=O)NCc2cccnc2)cc1
    1 | 0 | 3 | -1.2 | -3 | 8 | 4 | 14 | 2
- COc1ccc(C)cc1N(CC(=O)N/N=C/c1ccccc1C(=O)O)S(=O)(=O)c1ccccc1
    -16 | -3 | 4 | 0.5 | 0 | 2 | -3 | 5 | 3
- Cc1c(-c2cc[n+]([O-])cc2)oc2ccc(Br)cc2c1=O
    -17 | 2 | 8 | 0.5 | 3 | -3 | -2 | 2 | -14
- CN(C)/C=C1\C(=O)N(c2ccc(Cl)cc2)CS1(=O)=O
    -16 | 1 | 1 | 0.9 | -2 | 1 | -8 | -18 | -4
- O=C(Oc1ccc(F)cc1C(=O)/C=C/c1cccs1)c1cccc([N+](=O)[O-])c1
    23 | 7 | 0 | -0.8 | -5 | -36 | -24 | -12 | -3
- CCN(CC)c1ccc(C(=O)OCC(=O)Nc2ccc3[nH]c(=O)[nH]c3c2)cc1
    -18 | 3 | 4 | 0.3 | -2 | 15 | -13 | -2 | -6
- COc1ccc(C=O)cc1Cn1c(C)cc(C)c(C#N)c1=O
    5 | 5 | 2 | 1.9 | -3 | 13 | -7 | 14 | 1
- O=C(N/N=C/c1cccc([N+](=O)[O-])c1)c1ccc(COc2ccccc2-c2ccccc2)cc1
    -15 | 1 | 4 | -1.1 | 3 | 41 | -10 | -18 | -11
- CCOC(=O)c1c(-c2cccs2)csc1NC(=O)CN1CCOCC1
    -26 | 14 | 2 | 0.2 | 0 | 72* | -25 | -11 | -12
- CCC(=O)N1CCc2cc(S(=O)(=O)NC(CC(C)C)C(=O)N3CCc4ccccc43)ccc21 (stereo not given)
    -17 | -2 | 4 | -2.5 | 0 | 50 | -17 | 9 | -13
- CC(=O)NCCn1c(SCc2ccccc2C)nc2ccccc2c1=O
    -33 | -1 | 3 | -1.3 | -2 | 31 | 4 | 2 | -13
- O=c1c2ccccc2nnn1Cc1cccc2ccccc12
    -12 | 4 | 8 | 2.2 | 2 | 25 | 5 | 1 | -4
- CCOC(=O)NC(Nc1ccc(C)cn1)(C(F)(F)F)C(F)(F)F
    -7 | 2 | 2 | 1.9 | -4 | -8 | 10 | 2 | -9
- Cc1ccc(Nc2cc(-n3nc(C)cc3C)ncn2)c(C)c1
    3 | 3 | 9 | -0.7 | 4 | 22 | -17 | 1 | 8
- O=C(NCc1ccc2c(c1)OCO2)C1CCC(=O)N1C1CCCC1 (stereo not given)
    5 | 5 | 5 | 0.4 | -1 | -3 | -11 | -8 | 22
- CCOC(=O)c1cn(CC(=O)Nc2ccc(C)cc2)nn1
    -5 | 2 | -2 | 0.6 | 0 | 10 | 9 | 11 | -11
- O=C(NNC(=O)c1cc2cc(Br)ccc2oc1=O)c1ccc(O)cc1O
    2 | -3 | 2 | 1.2 | -3 | 23 | 15 | -2 | -22
- O=C(Cc1ccccc1)NNC(=S)Nc1ccc(Cl)cc1
    -6 | -1 | 3 | 0.0 | 1 | 10 | -8 | -2 | -47
- CCCCNCc1cc(Br)c(OCC(=O)N2CCOCC2)c(OC)c1
    -10 | 4 | 3 | 1.5 | -4 | 14 | 16 | 1 | 6
- Cc1ccnc(Sc2ncccc2[N+](=O)[O-])n1
    -6 | 2 | 2 | 1.8 | 1 | 25 | 1 | 1 | -14
- CCOC(=O)c1cnc(-c2ccccc2)nc1Oc1ccc(C)cc1
    -11 | 7 | 3 | -0.5 | -9 | 17 | -53 | -26 | 2
- O=C1CCCc2c1nn(-c1ccccc1)[n+]2[O-]
    -5 | -3 | 0 | 0.0 | -4 | 15 | -14 | 10 | -6
- CC(C)CC(=O)NC(=S)NNC(=O)c1ccc(NC(=O)C2CCCCC2)cc1
    -8 | -1 | 7 | 4.4 | -1 | 72* | 16 | 3 | -18
- CN(C)c1ncc(S(=O)(=O)c2ccccc2)c(N)n1
    -15 | 0 | 5 | 1.6 | 0 | 12 | 8 | 5 | -11
- Fc1ccc(C2NC(=S)NC3=C2N2CCC3CC2)cc1 (stereo not given)
    1 | 1 | 6 | 2.2 | 1 | 2 | -2 | -2 | -2
- CCNc1nc2c(c(=O)n(Cc3ccccc3)c(=O)n2C)n1Cc1ccccc1
    -2 | 2 | 6 | -0.3 | 1 | 44 | -45 | -7 | -9
- CC(=O)N1CCC(=NNS(=O)(=O)c2ccc(C)c([N+](=O)[O-])c2)CC1
    -6 | 4 | 1 | 1.6 | -3 | 27 | 20 | 4 | -17
- CC(=O)OCCCNc1cc(Sc2ccc(Cl)cc2)c2nonc2c1[N+](=O)[O-]
    -3 | -1 | 2 | 0.2 | -2 | 109* | -10 | 0 | -15
- COc1ccc(CCN=C(N)C(C)c2ccccc2)cc1OC (stereo not given)
    -10 | · | -6 | 0.9 | -3 | -2 | 0 | -9 | -2
- O=C(Nc1ncc2c(n1)-c1ccccc1CC2)c1ccc(F)cc1
    -13 | 10 | 0 | -1.8 | -5 | 20 | -13 | -6 | -8
- CC1CN(Cc2cnc(Cl)s2)CC(C)O1 (stereo not given)
    9 | -2 | 10 | -0.4 | 2 | 4 | 13 | -8 | -1
- CC(=O)c1ccc(Nc2ccc(-c3ccccc3F)nn2)cc1
    16 | -8 | 8 | 0.2 | -1 | -24 | 23 | 11 | 1
- CCNc1c(NCC)c(=O)c1=O
    14 | · | -1 | -1.2 | -1 | -7 | -8 | 11 | -10
- COC(=O)C(C)Sc1snnc1-c1ccccc1 (stereo not given)
    3 | 1 | 6 | 1.4 | 0 | -11 | 3 | -6 | 0
- c1coc(CNc2nc(N3CCCCC3)nc3ccccc23)c1
    3 | 19 | 3 | -1.9 | -3 | -13 | -23 | -8 | -8
- O=C(C1CCN(S(=O)(=O)c2cccnc2)CC1)N1CCN(C2CCCC2)CC1
    2 | 2 | 3 | 2.3 | 1 | 12 | -5 | -5 | -8
- Cn1c(=O)n(CC(=O)Nc2cccnc2)c2ccccc21
    2 | 2 | 0 | -2.8 | -3 | · | -6 | -5 | ·
- Cc1ccc(OCC(=O)n2nc(C)cc2C)c(Br)c1
    -9 | 7 | 6 | -0.3 | 3 | 43 | -17 | -19 | -7
- Cc1ccc(C(=O)c2ccc(C(F)(F)F)cc2)cc1
    3 | -1 | 0 | -0.6 | -2 | 93* | -2 | -27 | 0
- CN(Cc1ccccn1)Cc1nc(Cc2ccccc2Cl)no1
    -4 | 0 | 2 | -0.2 | -4 | -24 | -2 | 3 | 3
- Cc1oc2nc(SCC(=O)N3CCCCC3)nc(N)c2c1C
    -7 | 5 | 5 | -0.7 | 5 | -5 | -11 | 7 | -5
- Cc1cccc(Cc2nnc(CCC(=O)N(CC3CC3)CC3CCCO3)o2)c1 (stereo not given)
    -10 | 1 | 4 | 1.3 | -1 | -24 | 5 | -8 | -10
- COc1ccccc1Oc1ccc(NC(=O)c2ccccc2C)cc1
    -2 | 6 | -2 | -0.2 | -2 | 52 | 13 | -9 | -9
- Cc1cc(C#N)c(C)c(SCc2[nH]nc3c2C(c2ccccc2)C(C#N)=C(N)O3)n1 (stereo not given)
    -39 | 21* | 4 | 3.9 | 2 | 27 | -27 | -16 | -18
- COc1cc(CNCCC2CCOC(C)(C)C2)ccc1O (stereo not given)
    -1 | -6 | 1 | 0.8 | 3 | 1 | -20 | 0 | -12
- c1ccc(CSc2nnc([C@@H]3CCCN3)o2)cc1
    -1 | 9 | 0 | 0.5 | -1 | 17 | 6 | 10 | 1
- Cc1ccc(-c2nc(C#N)c(N3CCCCC3)o2)cc1
    9 | 6 | 9 | -0.8 | 1 | 68 | -39 | -40 | 2
- CCOc1ccc(NS(=O)(=O)c2ccc3[nH]cc(C(=O)NCC4CCCO4)c(=O)c3c2)cc1 (stereo not given)
    -2 | 1 | 3 | 3.1 | -3 | -14 | -3 | 2 | -3
- C=CCNC(=O)/C(=C/c1ccco1)NC(=O)c1ccc(Br)o1
    -12 | 2 | 5 | 1.8 | 0 | -1 | 28 | -2 | -12
- CS(=O)(=O)N(CC(=O)NCc1ccc2c(c1)OCO2)c1ccc(Cl)cc1
    -8 | 1 | -1 | 2.6 | -3 | -15 | -5 | 16 | 2
- Cc1cccc(CSc2ccc3nnc(-c4cccs4)n3n2)c1
    -2 | 0 | 3 | 1.5 | -4 | 12 | -18 | -16 | 4
- CCOC(=O)c1ccc(CSc2nnc(C)n2N)o1
    9 | 7 | 2 | 1.1 | -4 | -2 | -4 | 13 | -4
- COc1cc(CNCCN2CCOCC2)ccc1OCc1ccc(Cl)cc1Cl
    -18 | -3 | 9 | -0.9 | 3 | 16 | -20 | 8 | -12
